PriA SSB inh: inhibitors of Klebsiella pneumoniae PriA binding to SSB C-terminal tail, primary screen, biochemical, AlphaScreen | AlphaScreen SSBct-PriA binding, biotinylated peptide | inhibition, % at 33 µM | 430,000 tested, 0.6% active | AID 1272365, 2023; in the data active means inhibition mostly above about 37%, no sharp cut-off; inactive means mostly below about 20%;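 further: plate controls were negative control peptide for no effect and reference peptide for full effect; strong numbers were not always called active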
Mtb UGM inh: M. tuberculosis UGM enzyme inhibitors, primary screen, biochemical, fluorescence polarization, single point | AID 504406, 2011 | inhibition, % at 10 µM | purified UGM, fluorescence polarization probe displacement | 320,000 tested, 0.06% active; in the data active means inhibition above about 10%, passing the limit was not always enough
Target sequence (P9WIQ1 whole entry, looked up): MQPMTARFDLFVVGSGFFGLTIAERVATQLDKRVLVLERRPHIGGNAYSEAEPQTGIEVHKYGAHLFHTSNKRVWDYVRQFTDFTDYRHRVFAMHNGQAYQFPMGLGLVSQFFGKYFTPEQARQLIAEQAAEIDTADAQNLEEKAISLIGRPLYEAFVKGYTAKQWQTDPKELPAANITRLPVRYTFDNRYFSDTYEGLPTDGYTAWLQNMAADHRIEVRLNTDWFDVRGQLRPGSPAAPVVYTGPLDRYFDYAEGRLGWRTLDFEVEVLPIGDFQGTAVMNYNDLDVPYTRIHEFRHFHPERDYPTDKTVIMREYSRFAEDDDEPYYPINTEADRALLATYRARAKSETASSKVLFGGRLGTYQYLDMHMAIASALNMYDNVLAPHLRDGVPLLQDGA
GDH-TPI counter: GDH-TPI coupling enzyme inhibitors, primary screen, artefact control for M. tuberculosis FBA inhibitor project, biochemical, absorbance, full deck; GDH-TPI coupled enzyme counterscreen, NADH absorbance; inhibition, % at 4.8 µM; 360,000 tested, 1.2% active; AID 588335, 2011; in the data active means inhibition above about 30%;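 further: 0% = DMSO wells and 100% = wells lacking the enzyme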
MazEF act: activators of E. coli MazEF toxin-antitoxin RNase, primary screen, biochemical, fluorescence, uHTS; 350,000 tested, 0.32% active; activation, % at 20 µM; AID 504720, 2011; Endoribonuclease toxin MazF (Escherichia coli (strain K12)), P0AE70; FAM/BHQ RNA-DNA oligo cleavage fluorescence, 5 h; in the data active means activation above about 50%
Target sequence (P0AE70 whole entry, looked up): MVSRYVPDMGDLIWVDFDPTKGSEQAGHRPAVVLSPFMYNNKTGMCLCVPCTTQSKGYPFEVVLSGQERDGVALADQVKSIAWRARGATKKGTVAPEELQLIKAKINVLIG
DUSP3 inh: VHR1 phosphatase inhibitors, primary screen, biochemical, absorbance, uHTS | Dual specificity protein phosphatase 3 (Homo sapiens), P51452 | recombinant VHR phosphatase, pNPP absorbance | inhibition, % at 13.3 µM | 290,000 tested, 0.52% active | AID 1654, 2009; in the data active means inhibition above about 50%; further: some compounds called inactive have numbers as strong as hits
Target sequence (P51452 whole entry, looked up): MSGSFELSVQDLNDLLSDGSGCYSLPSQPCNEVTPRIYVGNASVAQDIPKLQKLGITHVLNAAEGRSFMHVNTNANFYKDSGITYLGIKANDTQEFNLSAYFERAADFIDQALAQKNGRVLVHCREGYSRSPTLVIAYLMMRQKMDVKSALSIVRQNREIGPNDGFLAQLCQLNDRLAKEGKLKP
FBA Mtb inh: Mtb FBA enzyme inhibitors, primary screen, biochemical, fluorescence, strain H37Rv; Fructose-bisphosphate aldolase (Mycobacterium tuberculosis (strain ATCC 25618 / H37Rv)), …; purified M. tuberculosis FBA, fluorescence read-out; inhibition, % at 1 µM; 360,000 tested, 2.3% active; AID 588726, 2011; in the data active means inhibition above about 27%;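 further: 0% = vehicle and 100% = reference inhibitor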
Target sequence (P9WQA3 whole entry, looked up): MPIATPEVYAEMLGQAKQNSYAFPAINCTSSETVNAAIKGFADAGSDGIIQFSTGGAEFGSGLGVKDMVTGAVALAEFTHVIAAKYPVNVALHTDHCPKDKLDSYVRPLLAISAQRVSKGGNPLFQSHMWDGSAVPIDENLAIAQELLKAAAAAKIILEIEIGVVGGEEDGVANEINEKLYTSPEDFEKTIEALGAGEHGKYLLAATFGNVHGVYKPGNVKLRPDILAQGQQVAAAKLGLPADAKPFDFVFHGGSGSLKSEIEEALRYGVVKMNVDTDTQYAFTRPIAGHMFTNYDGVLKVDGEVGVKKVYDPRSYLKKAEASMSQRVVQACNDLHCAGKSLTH
BioA inh: M. tuberculosis BioA enzyme inhibitors, primary screen, biochemical, plate reader, single point, HTS | 7,8-diaminopelargonic acid synthase BioA (Mycobacterium tuberculosis) | purified M. tuberculosis BioA enzyme | inhibition, % at 9.99 µM | 360,000 tested, 0.096% active; in the data active means inhibition above about 40%
BH1578 lux ind: inducers of Vibrio cholerae quorum light production without autoinducers, primary screen, BH1578 luxS cqsA deficient, single point | V. cholerae BH1578 lux reporter, luminescence, 6 h | 350,000 tested, 0.16% active | activation, % at 18.7 µM; in the data active means activation mostly above about 9.7%, no sharp cut-off; further: not every result past the cut was called active; inactives centre near 0; reference of the scale not given here
SARS 3CLpro inh: SARS-CoV 3CLpro protease inhibitors, primary screen, biochemical, quenched FRET; 290,000 tested, 0.14% active; recombinant SARS-CoV 3CLpro, quenched FRET peptide cleavage; inhibition, % at 6 µM; Replicase polyprotein 1ab (Severe acute respiratory syndrome coronavirus), P0C6X7; in the data active means inhibition above about 12%
Rv3671c protease: Rv3671c serine protease inhibitors, primary screen, biochemical, fluorescence polarization, M. tuberculosis H37Rv; inhibition, % at 5.96 µM; P9WHR9; 320,000 tested, 0.048% active; in the data active means inhibition above about 38%;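 further: extracellular domain of Rv3671c used as enzyme; 0% = enzyme with DMSO and 100% = no enzyme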
Active calls of the source: *; i = inactive; nt = not tested or not shown; & = joins results of further samples.

SMILES	PriA SSB inh	Mtb UGM inh	GDH-TPI counter	MazEF act	DUSP3 inh	FBA Mtb inh	BioA inh	BH1578 lux ind	SARS 3CLpro inh	Rv3671c protease
Cc1ccc2c(CC(=O)OC(C)C(=O)NCc3ccc4c(c3)OCO4)coc2c1 (configuration not stated)	-13	-0.7	-1	6	11	2	0.4	-1.8	2	-12
Cc1cc(Nc2ccccc2N2CCOCC2)n2ncnc2n1	-3	-2.8	8	2	39	2	-0.8	-5.6	-2	-6
CCOC(=O)C(=O)NC(C)c1ccccc1 (configuration not stated)	-3	-2.1	14	-7	16	1	nt	-0.1	0	1
CN1CCN(c2nc3c(c(=O)[nH]c(=O)n3C)n2CCCSc2ncccn2)CC1	1	0.0	1	1	-19	-4	nt	i	1	-2
N=c1n(CCCOc2ccccc2Cl)c2ccccc2n1CC(N)=O	-7	2.0	5	-3	39	1	nt	-3.6	4	1
O=[N+]([O-])c1ccc(CN2CCN(Cc3c[nH]c4ccccc34)CC2)cc1	8	-1.9	-6	5	2	-3	nt	i	3	12
COc1cc(-c2coc3c(C(=O)Nc4ccc(C(C)C)cc4)cccc23)ccc1O	nt	nt	17	nt	nt	-1	0.4	i	nt	nt
CN(c1ccc(OCC(=O)Nc2cc(Cl)ccc2C(=O)O)cc1)S(=O)(=O)c1ccc(F)cc1	-2	3.6	-4	0	nt	-3	3.5	1.6	nt	-17
Cc1cc(C)c2nc(-c3ccccn3)cc(C(=O)Nn3cnnc3)c2c1	5	-1.3	7	3	17	4	nt	i	4	0
C[C@H](NC(=O)c1[nH]cnc1C(=O)N[C@H](C)c1ccccc1)c1ccccc1	8	-5.6	-8	6	nt	-2	0.9	-0.3	nt	4
COc1cc(C(=O)ONC(=O)c2ccc(OC(F)F)cc2)cc(OC)c1OC	-2	0.5	8	5	2	1	0.2	i	3	2
O=C(C[C@@H]1C[C@@H]2c3cc(NC(=O)C4CCOCC4)ccc3O[C@@H]2[C@H](CO)O1)NCc1ccccn1	nt	nt	0	4	nt	-2	-1.2	i	nt	nt
CC(C)Oc1ccc(C(=O)OC(C)C(=O)Nc2nc(-c3cccc([N+](=O)[O-])c3)cs2)cc1 (configuration not stated)	-12	1.0	-1	9	-17	-7	nt	-0.3	3	-3
COc1ccc(-c2cc(C#N)nc(NN)n2)cc1	-4	6.8	2	12	5	0	-0.7	-0.6	1	-15
CS(=O)(=O)/C(C#N)=C/c1cccn1S(=O)(=O)c1cccc2ccccc12	nt	nt	25	nt	nt	4	-2.7	i	nt	nt
COc1ccc2[nH]cc(CCNC(=O)Nc3ccccc3C)c2c1	4	-1.1	-8	5	0	0	-0.8	-0.3	3	-3
COc1ccccc1N1CCN(C(=O)CSc2nnc(NC(=O)C(C)C)s2)CC1	-6	-1.1	4	6	16	-1	1.1	-2.1	5	-1
COc1cc(Cl)c(C)cc1NC(=O)CN(C)Cc1cccc(OC)c1OC	-36	2.2	-6	-4	-22	0	nt	0.7	4	0
CCc1ccc(N(CC(=O)N2CCOCC2)S(C)(=O)=O)cc1	-19	2.4	4	5	4	-1	-2.3	-0.8	-5	2
CCCn1c(SCCC(=O)O)nc2ccccc21	4	0.7	4	-17	22	-1	nt	i	3	-4
CC(=O)c1ccc(Nc2nc(C(N)Cc3ccc(N)cc3)cs2)cc1 (configuration not stated)	nt	nt	26	nt	nt	-2	3.2	-0.4	nt	nt
O=C(NCC1CCCO1)c1ccc(Cn2c(=S)[nH]c3ccccc3c2=O)cc1 (configuration not stated)	-1	0.8	4	6	18	2	1.2	-1.3	-1	-4
COc1ccc(Cn2c(=O)[nH]c3cc(C(=O)NC4CCCC4)ccc3c2=O)cc1	-8	-0.8	9	-13	2	5	-0.4	i	1	9
Cc1onc(-c2c(F)cccc2Cl)c1C(=O)N1CCCCC1	-15	-0.7	6	6	20	0	0.0	i	-4	-2
CCOCCCn1c(=O)c2ccccc2n2c(=S)[nH]nc12	-5	3.9	-3	8	13	3	0.5	i	-1	-8
CC(=O)Nc1cc2c(c([N+](=O)[O-])c1C)C(C)(C)CC2(C)C	-3	nt	11	5	nt	2	1.9	-1.2	nt	nt
CCCCn1c(=O)n(CC(=O)Nc2ccc(C)c(Cl)c2)c(=O)c2c1ncn2Cc1ccco1	4	0.5	5	-15	19	-1	0.0	i	6	-15
Cc1cccc(Oc2coc3cc(O)ccc3c2=O)c1	4	2.4	10	2	23	37*	1.5	i	2	-2
CCCCN1C(=O)Nc2ccccc2S1(=O)=O	-7	0.8	9	5	4	1	nt	-0.2	1	-5
CCOC(=O)c1c(C)n(CC)c2c1cc(O)c1ccccc12	9	-0.5	6	-19	-2	2	-2.2	1.5	-1	-10
CCOc1ccc(S(=O)(=O)N(C)c2ccc(OCC(=O)NCc3cccnc3)cc2)cc1	-4	-0.3	-15	1	14	-3	nt	-0.3	-1	3
O=[N+]([O-])c1ccc(O)c(C=Nc2cccc3ccccc23)c1	11	-1.8	15	5	-16	23	-1.7	i	-2	-1
O=C(CCc1cn(Cc2ccc(F)cc2)c2ccccc12)N1CCOCC1	12	0.0	-5	6	40	1	0.8	-5.6	-14	-1
CC(=O)c1cccc(OCc2cc(C(=O)N(C)Cc3nccs3)no2)c1	nt	nt	4	7	nt	0	5.0	0.0	nt	nt
N#Cc1ccccc1OCC(=O)OCC(=O)Nc1ccc2c(c1)OCO2	-7	2.1	4	-4	nt	0	0.3	i	nt	-8
CC(C)NC(=O)N(C)C[C@H]1Oc2cc(Br)ccc2S(=O)(=O)N([C@H](C)CO)C[C@H]1C	nt	nt	1	3	nt	0	0.4&-2.1&-4.7	2.1	nt	nt

Entries of single compounds, quoted from the list. Values in the order: PriA SSB inh	Mtb UGM inh	GDH-TPI counter	MazEF act	DUSP3 inh	FBA Mtb inh	BioA inh	BH1578 lux ind	SARS 3CLpro inh	Rv3671c protease
`CCOC(=O)c1c(C)n(CC)c2c1cc(O)c1ccccc12` in the list: 9	-0.5	6	-19	-2	2	-2.2	1.5	-1	-10
`Cc1cccc(Oc2coc3cc(O)ccc3c2=O)c1` in the list: 4	2.4	10	2	23	37*	1.5	i	2	-2

Next section:
SMILES	PriA SSB inh	Mtb UGM inh	GDH-TPI counter	MazEF act	DUSP3 inh	FBA Mtb inh	BioA inh	BH1578 lux ind	SARS 3CLpro inh	Rv3671c protease
Nc1c(C(=O)NC2CCCC2)c2nc3ccccc3nc2n1CC1CCCO1 (configuration not stated)	-25	-1.4	20	13	15	47*	-3.5	0.6	-1	-47
Cc1oc(-c2cccs2)nc1CS(=O)CC(=O)NCCCN1CC(C)CC(C)C1 (configuration not stated)	-6	-1.5	-1	-7	4	-2	-1.5	i	3	1
Cc1noc(C)c1S(=O)(=O)Nc1ccc2c(c1)C(=O)N([C@H](C)CO)C[C@H](C)[C@@H](CN(C)C(=O)Nc1ccccc1)O2	-12	nt	-8	0	nt	0	-3.3&0.7	i	nt	0
COc1ccc(C(=O)Nc2ccc(NC(C)=O)cc2)cc1S(=O)(=O)N1CCCC1	-6	-1.6	-6	5	nt	-1	2.2	i	nt	-2
CCOc1ccc(NS(=O)(=O)c2ccc(C(=O)N(C)CC(=O)Nc3ccc(C)cc3)cc2)cc1	9	0.7	0	9	nt	-2	nt	i	nt	-2
CC1(C)CC(=O)C2=C(C1)N(Cc1cccnc1)C(=O)C2(NC(=O)c1cccnc1)C(F)(F)F (configuration not stated)	-11	2.6	6	3	40	-9	-0.4	i	-2	-7
CCc1nnc(NC(=O)CCC(=O)NCCc2ccc(OC)c(OC)c2)s1	-3	2.9	4	-3	0	2	nt	-0.1	3	-9
O=C(CNC(=O)c1ccccc1)OCC(=O)c1cccs1	14	0.7	-4	6	16	-2	5.5	-0.4	-3	-7
O=C(C[n+]1ccc(C(=O)N/N=C/c2ccc(Cl)cc2Cl)cc1)c1ccccc1	nt	0.3	24	26	22	1	0.4	-0.4	-7	-9
Cc1ccc(NC(=O)Cn2sc3ccccc3c2=O)cc1	nt	nt	3	-18	nt	0	-1.9	-0.7	nt	nt
COc1cc(NC(=O)CN2C(=O)CN(C)C2=O)c(C)cc1[N+](=O)[O-]	-7	0.3	23	3	-6	0	0.5	0.3	6	7
Cc1cc(F)ccc1-c1cc(C(=O)NCc2cc(C(F)(F)F)cc(C(F)(F)F)c2)[nH]n1	nt	nt	4	nt	nt	-4	-1.3	-4.5	nt	nt
COc1cccc(CN(C)C(=O)c2cc(COc3c(F)cccc3F)on2)c1	-13	0.1	1	-8	0	-2	-0.4	-0.3	-7	5
Cc1ncsc1CCSc1n[nH]c(=O)n1-c1ccccc1	3	0.1	10	9	-12	3	nt	-0.3	8	2
CSc1nc2ccc(NS(=O)(=O)c3ccc4c(c3)OCCO4)cc2s1	-13	0.9	10	2	15	1	1.8	i	5	-10
CCOC(=O)c1[nH]nc2c1C(=O)N(Cc1ccccc1)C2=O	-3	-1.4	-6	6	15	-1	-1.0	i	3	4
NC(=O)[C@@H]1CC2(CC(c3cccc(NC(=O)CC(c4ccccc4)c4ccccc4)c3)=NO2)CN1C(=O)c1ccc(Cl)cc1 (some centres not stated)	1	0.6	3	-9	-16	2	-1.9	-1.5	nt	-105
C=CCNC(=S)NNc1nc2sc3c(c2c(=O)[nH]1)CC(C)(C)OC3	5	-0.9	3	2	29	1	-2.0	-0.3	0	5
COc1ccc(CN(C)C(=O)C2CSC3(C)CCC(=O)N23)cc1OC (configuration not stated)	-1	-0.1	-2	-4	nt	1	-1.6	0.7	nt	1
COC(=O)c1ccc(NC(=O)c2cccc(N3C(=O)CCC3=O)c2)cc1	9	nt	0	-1	nt	-1	0.8	i	nt	nt

Grouped by structure, those above containing fluorine.
SMILES	PriA SSB inh	Mtb UGM inh	GDH-TPI counter	MazEF act	DUSP3 inh	FBA Mtb inh	BioA inh	BH1578 lux ind	SARS 3CLpro inh	Rv3671c protease
CN(c1ccc(OCC(=O)Nc2cc(Cl)ccc2C(=O)O)cc1)S(=O)(=O)c1ccc(F)cc1	-2	3.6	-4	0	nt	-3	3.5	1.6	nt	-17
COc1cc(C(=O)ONC(=O)c2ccc(OC(F)F)cc2)cc(OC)c1OC	-2	0.5	8	5	2	1	0.2	i	3	2
Cc1onc(-c2c(F)cccc2Cl)c1C(=O)N1CCCCC1	-15	-0.7	6	6	20	0	0.0	i	-4	-2
O=C(CCc1cn(Cc2ccc(F)cc2)c2ccccc12)N1CCOCC1	12	0.0	-5	6	40	1	0.8	-5.6	-14	-1
CC1(C)CC(=O)C2=C(C1)N(Cc1cccnc1)C(=O)C2(NC(=O)c1cccnc1)C(F)(F)F (configuration not stated)	-11	2.6	6	3	40	-9	-0.4	i	-2	-7
Cc1cc(F)ccc1-c1cc(C(=O)NCc2cc(C(F)(F)F)cc(C(F)(F)F)c2)[nH]n1	nt	nt	4	nt	nt	-4	-1.3	-4.5	nt	nt
COc1cccc(CN(C)C(=O)c2cc(COc3c(F)cccc3F)on2)c1	-13	0.1	1	-8	0	-2	-0.4	-0.3	-7	5

Screens deposited in PubChem by several laboratories.

An excerpt, so the mix of outcomes need not match the whole.
